High-throughput results: PubChem, The Scripps Research Institute Molecular Screening Center
TAAR1 ag – human TAAR1 agonists, primary screen, Fluo-8 calcium fluorescence, CHO RD-HGA16 cells; Trace amine-associated receptor 1 (Homo sapiens), Q96RJ0; vehicle wells 0%, saturating PEA agonist 100%; activation, % at 3 µM; 360,000 compounds, 0.99% hits; AID 624467, 2012;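 active means activation above the mean activation of all test compounds in the run plus 3 SD, cut at about 38% in these data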
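test system = CHO RD-HGA16 cells carrying human TAAR1 plus Gα16 | schedule = 17-24 h seeding, 75 min 37 °C dye, 30 min RT | compound dosing = 3 µM single concentration | control set = DMSO and PEA EC100 | replicates = n 1 | signal = Fluo-8 fluorescence, 5 s baseline then 140 s kinetic read | measure = percent activation vs PEA EC100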
CHRM5 agonist – human M5 muscarinic receptor agonists, primary screen, CHO-K1 cells, Fluo-8 calcium fluorescence | Muscarinic acetylcholine receptor M5 (Homo sapiens), P08912 | CHO-K1 hM5 cells; 0% DMSO wells, 100% maximal acetylcholine response | activation, % at 3 µM | 360,000 compounds, 0.19% hits;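 active means activation above the run's mean over test compounds plus 3 SD, cut at about 23% in these data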;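 further: signal is peak over basal fluorescence ratio across the kinetic read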
Target sequence (P08912 whole entry, looked up): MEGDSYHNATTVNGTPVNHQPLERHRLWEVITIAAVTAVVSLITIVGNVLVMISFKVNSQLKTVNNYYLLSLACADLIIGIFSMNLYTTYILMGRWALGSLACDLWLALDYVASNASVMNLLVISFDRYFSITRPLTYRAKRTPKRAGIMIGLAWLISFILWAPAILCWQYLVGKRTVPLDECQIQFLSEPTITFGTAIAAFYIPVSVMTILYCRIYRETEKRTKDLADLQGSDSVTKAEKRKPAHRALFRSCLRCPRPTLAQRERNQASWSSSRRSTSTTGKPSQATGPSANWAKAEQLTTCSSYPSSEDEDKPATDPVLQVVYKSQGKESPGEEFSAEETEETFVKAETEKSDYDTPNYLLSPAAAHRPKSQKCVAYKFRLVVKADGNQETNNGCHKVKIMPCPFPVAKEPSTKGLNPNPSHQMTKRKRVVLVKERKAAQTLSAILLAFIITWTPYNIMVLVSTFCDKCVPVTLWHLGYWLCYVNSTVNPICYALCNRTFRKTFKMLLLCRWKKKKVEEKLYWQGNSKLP
CHRM1 antagonist – human M1 muscarinic receptor antagonists, primary screen, CHO-K1 cells, Fluo-8 calcium fluorescence, 1536-well; CHO-K1 hM1, ACh EC80 antagonist; inhibition, % at 3 µM; 360,000 compounds, 1.3% hits; Muscarinic acetylcholine receptor M1 (Homo sapiens), P11229; AID 588852, 2011;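 active means percent inhibition above its own plate's cutoff, namely the mean of that plate's compound wells plus 3 SD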;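 further: peak over basal fluorescence ratio during 140 s after agonist addition; 0% = ACh EC80 plus DMSO and 100% = DMSO alone without agonist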
Target sequence (P11229 whole entry, looked up): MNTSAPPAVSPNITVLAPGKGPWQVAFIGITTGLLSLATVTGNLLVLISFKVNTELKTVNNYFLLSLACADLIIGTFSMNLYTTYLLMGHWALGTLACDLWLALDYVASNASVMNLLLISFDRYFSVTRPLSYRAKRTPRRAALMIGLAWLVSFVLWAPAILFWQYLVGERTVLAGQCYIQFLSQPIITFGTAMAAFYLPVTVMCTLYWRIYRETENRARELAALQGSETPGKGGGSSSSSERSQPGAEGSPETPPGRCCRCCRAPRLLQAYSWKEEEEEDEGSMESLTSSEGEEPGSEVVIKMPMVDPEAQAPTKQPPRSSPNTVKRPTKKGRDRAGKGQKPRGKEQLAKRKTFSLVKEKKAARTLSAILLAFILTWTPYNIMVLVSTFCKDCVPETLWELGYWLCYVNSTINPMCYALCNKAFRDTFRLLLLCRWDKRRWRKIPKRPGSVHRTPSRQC
CHRM5 antagonist – human M5 muscarinic receptor antagonists, primary screen, CHO cells, Fluo-8 calcium fluorescence; CHO-hM5 cells, ACh EC80; 360,000 compounds, 0.59% hits; inhibition, % at 3 µM; Muscarinic acetylcholine receptor M5 (Homo sapiens), P08912;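 active means inhibition above a per-plate cutoff, the mean of that plate's test compounds plus 3 SD, cut at about 27% in these data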;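 further: 0% = acetylcholine EC80 with DMSO and 100% = DMSO without agonist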
CHRM4 agonist – human M4 muscarinic receptor agonists, primary screen, CHO-K1 cells, Fluo-8 calcium fluorescence; Muscarinic acetylcholine receptor M4 (Homo sapiens), P08173; activation, % at 3 µM; CHO-K1 hM4/Gqi5; vehicle 0%, full acetylcholine response 100%; 360,000 compounds, 0.14% hits;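 active means activation above the run mean over all test wells plus 3 SD, cut at about 32% in these data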;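 further: peak over basal fluorescence ratio per well then scaled between controls; 0% = DMSO wells and 100% = acetylcholine at EC100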
M1 PAM – human M1 muscarinic receptor positive allosteric modulators, primary screen, CHO-K1 cells, Fluo-8 calcium fluorescence, 1536-well; Muscarinic acetylcholine receptor M1 (Homo sapiens), P11229; CHO-K1 hM1, ACh EC20; 0% = ACh EC20, 100% = maximal ACh; activation, % at 3 µM; 360,000 compounds, 0.088% hits; in the data active means activation above about 19%, passing the limit was not always enough
CHRM4 antagonist – human M4 muscarinic receptor antagonists, primary screen, CHO cells, Fluo-8 calcium fluorescence | AID 624125, 2012 | inhibition, % at 3 µM | CHO-hM4 cells, ACh EC80 | 360,000 compounds, 0.73% hits;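 active means inhibition above its plate's cutoff, the mean inhibition of sample wells plus 3 SD, cut at about 27% in these data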;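 further: 0% = acetylcholine EC80 with DMSO and 100% = DMSO without agonist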
M5 PAM – human M5 muscarinic receptor positive allosteric modulators, primary screen, CHO-K1 cells, Fluo-8 calcium fluorescence. Muscarinic acetylcholine receptor M5 (Homo sapiens), P08912. activation, % at 3 µM. 360,000 compounds, 0.3% hits. AID 624038, 2012. CHO-K1 hM5, ACh EC20 PAM; 0% = ACh EC20, 100% = ACh EC100;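 active means activation above the run cutoff, the mean activation of all test compounds plus 3 SD, cut at about 18% in these data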
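Test system: CHO-K1 hM5 cells / Doses: single-point, 3 µM nominal / Times: Post-acetylcholine fluorescence recording 140 s / Technique: Fluo-8 calcium fluorescence / Measure: Max/basal fluorescence ratio as % of EC20–EC100 ACh window / Benchmarks: low control EC20 acetylcholine (0%), high control EC100 acetylcholine (100%) / Replicates: one well per compound, no replicates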
M1 ag – human M1 muscarinic receptor agonists, primary screen, Fluo-8 calcium fluorescence, CHO-K1 cells, HTS. Muscarinic acetylcholine receptor M1 (Homo sapiens), P11229. CHO-K1 hM1, agonist mode; 0% DMSO, 100% acetylcholine EC100. activation, % at 3 µM. 360,000 compounds, 0.33% hits. AID 588814, 2011;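 active means activation above the run's mean compound activation plus 3 SD, cut at about 16% in these data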;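 further: peak over basal fluorescence ratio within a 140 s kinetic read after compound addition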
* = called active by the depositor. Not all compounds are listed; rates above refer to the full screens.

SMILES,TAAR1 ag,CHRM5 agonist,CHRM1 antagonist,CHRM5 antagonist,CHRM4 agonist,M1 PAM,CHRM4 antagonist,M5 PAM,M1 ag
CCC(COC(C)=O)Nc1nc2c([nH]1)c(=O)n(C)c(=O)n2C (stereo unspecified),7,-7,-4,6,1,5,-14,-1,-3
Cc1ccc(S(=O)(=O)N2CCN(C(=O)CC(C)n3nc(C)c(Cl)c3C)CC2)cc1C (stereo unspecified),3,-2,-4,-4,4,3,-5,2,-2
CCN(C(=O)C(C)N1C(=O)/C(=C/c2cccs2)SC1=S)C1CCS(=O)(=O)C1 (stereo unspecified),6,-4,-11,2,1,9,7,3,-2
CCN(CC)CCC(O)(c1ccc2c(c1)OCO2)c1cc(OC)c(OC)c(OC)c1 (stereo unspecified),1,-7,-6,13,1,9,6,-11,-4
CCCCC(CCC(=O)Nc1nccs1)C(=O)O (stereo unspecified),22,-2,1,-2,1,3,6,-3,-4
O=c1c(C(c2ccc(Br)cc2)c2c(O)nc3n(c2=O)CCS3)c(O)nc2n1CCS2,1,2,-8,10,0,3,17,3,-3
CCc1ccc(OS(=O)(=O)c2cn(C)c(=O)n(C)c2=O)cc1,5,-16,9,10,2,-1,-1,-3,-7
COc1ccc(C/C(C)=N/NC(=S)Nc2ccccc2)cc1,6,-4,-5,6,1,6,-9,-8,-9
O=C(N1CCOCC1)C12CCC3CC(CC(C3)C1)C2,6,-4,-18,0,1,-6,4,0,-3
COc1cc([N+](=O)[O-])cc(/C=N/NC(=O)C(C)Nc2ccccc2C)c1O (stereo unspecified),0,-6,6,0,-1,-7,0,-2,-2
Cc1ccc(C(=O)NCc2ccc(Cl)cc2)o1,0,-2,-16,2,0,12,-1,-2,-2
COc1ccccc1N1CCN(C(=O)c2ccc(S(=O)(=O)N3CCCC3)cc2)CC1,0,2,1,-4,2,2,10,8,-3
CCOC(=O)N1CCN(c2nc(-c3ccccc3)c3cc(C)ccc3n2)CC1,1,0,-3,3,0,10,-3,4,2
Cc1ccc(NC(=O)CN2CCCC2c2cccs2)cc1S(=O)(=O)N1CCCCC1 (stereo unspecified),17,-3,12,13,7,-11,9,-23,-4
COc1ccc(-c2cc(C(=O)N3CC4(C)CC3CC(C)(C)C4)no2)cc1OC (stereo unspecified),22,3,-7,-5,0,6,0,3,-4
CC(C)NC(=O)COc1nncc2ccccc12,2,-3,-1,-3,0,11,1,6,-9
CCN(CC)C(=O)CC(c1ccc2c(c1)OCO2)c1c(OC)cc(OC)c2c(-c3ccccc3)cc(=O)oc12 (stereo unspecified),-1,-7,0,13,3,1,-5,-2,-10
O=C(Cc1ccc(S(=O)(=O)N2CCOCC2)s1)NCCC(c1ccccc1)c1ccccc1,16,1,6,8,10,-3,-5,-13,-1
CC1C(=O)CC(c2ccc([N+](=O)[O-])cc2)NC1c1ccc([N+](=O)[O-])cc1 (stereo unspecified),-2,-2,5,3,5,0,-3,-4,-4
CCc1ccc2[nH]c(=O)c(CN(Cc3ccco3)S(=O)(=O)c3ccc4c(c3)OCCO4)cc2c1,6,0,-11,2,0,7,16,-3,-4
O=c1oc2cc(O)ccc2s1,1,2,-42,2,1,7,4,-3,1
COc1ccccc1NC(=S)N(Cc1ccccc1)Cc1ccccn1,2,-2,-2,-5,2,5,8,-4,-7
CC1(C)CC(=O)C2=C(C1)OC(N)=C(C#N)C21C(=O)N(CN2CCOCC2)c2ccccc21 (stereo unspecified),0,0,-13,0,0,5,-3,2,3
Cc1ccc(C)c(S(=O)(=O)Nc2ccc(C(N)=O)cc2)c1,1,-2,-4,1,0,3,1,1,-8
CCOC(=O)c1c(C)[nH]c(C(=O)OCc2ccc(F)cc2)c1C,3,-5,-11,-1,1,-7,-12,-1,-2
Cc1c(Cl)cccc1NC(=O)C1Cc2ccccc2CN1C(=O)c1ccccc1 (stereo unspecified),7,-5,-4,4,2,-1,0,-6,-7
Cc1cc(C)[n+]2[nH]c(N)c(N=Nc3ccccc3)c2n1,1,3,-22,-17,2,17,1,22*,-1
Cc1nc2c(C(=O)N3CCCC3)cnn2c(C)c1Cc1c(F)cccc1Cl,1,0,-9,5,0,7,-13,-5,0
Cc1ccnc(NC(=O)c2ccc(S(=O)(=O)N3CCCCC3)cc2)c1,2,0,-12,5,2,6,-3,-1,-3
Cc1sc2nc(CSCC(=O)Nc3ccccc3C#N)[nH]c(=O)c2c1C,-1,1,-7,-1,1,11,-6,3,-5
CCC(=O)Nc1cccc(C(=O)/C=C/c2cc(Br)ccc2OC)c1,7,2,-5,0,11,3,15,-5,-2
C/C(=N\NC(=O)c1ccccc1)c1ccc(N2CCCCC2)cc1,-1,-4,-10,-1,1,9,2,-3,-9
O=C(O)c1ccc(NC(=S)NC(=O)c2ccc(-c3ccccc3)cc2)cc1,5,-7,-8,0,1,7,-27,-11,-2
O=[N+]([O-])c1cccc(-c2nc(-c3cccs3)c(-c3cccs3)[nH]2)c1,5,-6,1,15,5,1,0,-14,-3
CC(C)OCCCN1C(=O)c2ccccc2C1C(=O)NC1CCCCC1 (stereo unspecified),8,4,-11,-2,1,8,1,2,-5
COc1ccc(S(=O)(=O)N2CCOCC2)cc1NC(=O)CC1CC2CCC1C2 (stereo unspecified),5,3,5,6,2,3,3,4,0
COc1ccc(/C=C2/SC(=O)N(NS(=O)(=O)c3ccccc3)C2=S)cc1OC,14,0,-6,2,19,-9,-1,-8,-7
O=C(NCCc1ccc(Cl)cc1)C1CCN(c2ncccn2)CC1,0,-3,-6,-1,0,2,21,1,-11
C=CCn1c(-c2cc3cccc(OC)c3o2)n[nH]c1=S,0,-5,0,0,0,2,1,2,-3
O=c1[nH]cnc2scc(-c3ccsc3)c12,7,-1,-15,-4,0,7,13,2,-3
Cc1ccc(-c2cc(-c3nnc(SCC(=O)NCC(C)C)n3N)c3ccccc3n2)cc1,3,-8,-7,1,3,-1,-15,-3,-4
CCOc1ccc(Oc2ccccc2NC(=O)C2=COCCO2)cc1,-1,-4,1,10,-1,0,2,-3,-7
CCN(CC)CCN(Cc1cc2cc3c(cc2[nH]c1=O)OCCO3)C(=S)NCC(C)C,0,2,15,9,1,-8,-2,17,-5
O=C(/C=C/c1ccc2c(c1)OCO2)NCCSCc1c(Cl)cccc1Cl,1,0,-8,5,2,0,6,-1,-3
N#CC(C#N)=C1C(=O)N(CCN2CCCCC2)c2ccccc21,0,-10,4,-12,0,-2,-1,1,-7
COc1ccc2oc(C)c(C(=O)c3ccccc3)c2c1,7,2,-9,-7,-2,3,-20,4,-5
CCOC(=O)CSc1ncnc2c1cnn2-c1ccc(C)cc1C,1,-5,-7,2,0,5,-6,6,-4
COc1ccc(COC(=O)c2ccc(N3CCCC3=O)cc2)cc1F,12,-1,-4,-5,2,6,2,2,-2
CCOc1cc(/C=N\NC(=O)c2c(C)nc3ccccn23)ccc1O,2,4,4,-5,2,2,-1,4,0
O=C(O)CC1(CC(=O)Nc2ccc(Br)cc2)CCCCC1,0,1,-7,6,2,12,3,8,-3
Cc1ccc(-n2nc3c(=O)n(CC(=O)NCc4ccccc4Cl)nc(C)c3c2C)cc1,0,-4,-4,23,2,3,3,-12,-2
COc1ccc(NC2c3ccccc3C(=O)N2Cc2ccc3c(c2)OCO3)cc1 (stereo unspecified),-2,-2,-13,12,2,4,1,3,-3
COc1ccccc1NC(=O)c1ccc(NC(=O)c2cc3c(s2)CCC3)cc1,1,-2,11,12,1,-9,13,-8,-7
O=C(NCCc1ccc(F)cc1)C1CCCCC1,7,-3,-6,1,0,10,2,1,-3
O=C(NCC1CCCO1)C(=O)NCC(c1ccco1)N1CCN(c2ccc(F)cc2)CC1 (stereo unspecified),3,1,-7,4,2,14,4,-2,-3
COc1ccc(Nc2nc(N)nc(CN(C)C3CCCCC3)n2)cc1,10,-4,-13,-7,1,6,-10,0,-4
COC(=O)c1ccc(COc2ccc(CNCc3ccc(Cl)cc3)cc2)cc1,10,-2,-3,2,1,2,-1,-2,-4
COc1ccc(Cl)cc1NC(=O)CN(C)C(=O)CCc1nc2ccccc2c(=O)[nH]1,5,0,2,-1,3,7,1,-5,-5
NC(=S)NNC(=O)Nc1ccc(Cl)c(Cl)c1,12,-1,4,-6,1,2,5,0,-8
COC(=O)c1c(-c2cccc(C)c2)csc1NC(=O)C1CCCO1 (stereo unspecified),0,-3,5,4,2,-1,-11,-3,-3

More results follow:
SMILES,TAAR1 ag,CHRM5 agonist,CHRM1 antagonist,CHRM5 antagonist,CHRM4 agonist,M1 PAM,CHRM4 antagonist,M5 PAM,M1 ag
COC(=O)[C@H]1C[C@H](OC(=O)NCc2ccco2)[C@@]2(O)CN(S(=O)(=O)c3ccc(C)cc3)CC2[C@H]1C(=O)OC (stereo partly specified),2,0,-11,0,1,5,-19,1,-3
Cc1ncc(CO)c(/C=N/NC(=S)Nc2ccc(Cl)c(Cl)c2)c1O,12,6,-14,7,3,10,6,-5,0
COc1cc(CC(=O)OCC(=O)N2CCCCC2)cc(OC)c1OC,-1,2,7,-7,1,1,-7,0,-2
CN1C(=O)N(C)C2(CC1(C)C)CC(C)(C)N(C)C(=O)N2C,14,0,-5,-3,0,5,4,-2,0
COC(=O)c1ccccc1S(=O)(=O)N1CCC(C(=O)NCCC2=CCCCC2)CC1,2,2,-3,-12,2,6,-3,9,-2

Random excerpt: 3 records from the list.
SMILES,TAAR1 ag,CHRM5 agonist,CHRM1 antagonist,CHRM5 antagonist,CHRM4 agonist,M1 PAM,CHRM4 antagonist,M5 PAM,M1 ag
Cc1ncc(CO)c(/C=N/NC(=S)Nc2ccc(Cl)c(Cl)c2)c1O,12,6,-14,7,3,10,6,-5,0
COC(=O)c1ccccc1S(=O)(=O)N1CCC(C(=O)NCCC2=CCCCC2)CC1,2,2,-3,-12,2,6,-3,9,-2
COc1cc(CC(=O)OCC(=O)N2CCCCC2)cc(OC)c1OC,-1,2,7,-7,1,1,-7,0,-2
